LmPK inh: qHTS Assay for Inhibitors of Leishmania Mexicana Pyruvate Kinase (LmPK) | Potency, µM (highest dose often 57.5 µM), inactives show at the top dose activity change, negative = inhibition, hits mostly inhibitors | purified LmPK, Kinase-Glo ATP luminescence, 1 h | actives 0.37% (n = 290,000) | Q27686; further: potency means the concentration at half of the fitted maximal effect
Target sequence (Q27686 whole entry, looked up): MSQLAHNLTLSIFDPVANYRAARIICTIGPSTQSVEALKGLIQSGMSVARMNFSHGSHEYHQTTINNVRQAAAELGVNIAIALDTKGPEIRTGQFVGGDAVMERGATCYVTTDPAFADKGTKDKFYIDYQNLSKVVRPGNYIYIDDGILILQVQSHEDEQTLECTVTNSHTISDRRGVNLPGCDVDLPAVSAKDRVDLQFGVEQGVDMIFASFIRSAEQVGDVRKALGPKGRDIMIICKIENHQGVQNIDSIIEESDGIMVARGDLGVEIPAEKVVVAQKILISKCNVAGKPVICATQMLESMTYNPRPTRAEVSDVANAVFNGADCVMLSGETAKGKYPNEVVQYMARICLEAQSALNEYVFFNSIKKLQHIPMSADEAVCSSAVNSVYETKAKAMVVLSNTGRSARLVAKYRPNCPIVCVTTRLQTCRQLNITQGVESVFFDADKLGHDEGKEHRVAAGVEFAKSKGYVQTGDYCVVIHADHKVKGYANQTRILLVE
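In 50 mM imidazole pH 7.2 with 7 mM MgCl2, LmPK (0.1 nM) turned over PEP (0.5 mM) and ADP (0.1 mM) for 1 h at room temperature. Luciferase read-out of ATP.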
TbPYK inhibitor: qHTS of Trypanosoma Brucei Inhibitors | Potency, µM (highest dose often 76.8 µM), without a hit: top-dose activity, negative = inhibition, hits mostly inhibitors | AID 624173, 2012 | pyruvate kinase (Trypanosoma brucei), Q57TT1 | TbPYK enzyme, Kinase-Glo Plus ATP luminescence, 45 min | actives 0.12% (n = 410,000); further: potency means the concentration at half of the fitted maximal effect; nearly all actives have a fitted effect of over 50% in size
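ADP (130 uM final) triggers the TbPYK reaction after compound addition; incubation is 45 min at room temperature. Kinase-Glo Plus is then added and luminescence imaged. Normalized data are fitted to concentration-effect curves.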
Sm TGR inh: qHTS Assay for the Inhibitors of Schistosoma Mansoni Peroxiredoxins | AID 485364, 2010 | actives 3% (n = 360,000) | purified TGR, DTNB reduction, TNB absorbance 405 nm | Potency, µM (doses to about 114 µM), without a hit: at the highest dose activity change, negative = inhibition, most hits filed as inhibitors | Schistosoma mansoni thioredoxin glutathione reductase (TGR), Q962Y6; further: potency means the concentration at half of the fitted maximal effect; nearly all actives have a fitted effect of over 60% in size
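TGR 20 nM + NADPH 100 uM (dispensed conc.), cpd preinc 15 min RT; start with NADPH (500 uM addition) then DTNB (15 mM addition). Kinetic TNB absorbance, 405 nm filter. Four-parameter Hill fit across titration.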
HCMV inh: qHTS Assay for inhibitors of the human cytomegalovirus (HCMV); HFF cells, HCMV-luciferase reporter, 72 h; hits give low values; activity change, negative = inhibition, % at 57.5 µM; actives 4.5% (n = 410,000); AID 1259415, 2018; in the data active means activity change below about -60%; inconclusive means no clear call, values can overlap the other calls; inactive means above about -39%
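Human foreskin fibroblasts infected with luciferase-reporter HCMV at MOI 1 PFU/cell, compounds at two doses. Luciferase measured 72 h post infection; normalized to buffer-only basal and Salinomycin (10uM) controls.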
AmpC no deterg: qHTS Inhibitors of AmpC Beta-Lactamase (assay without detergent); P00811; AmpC nitrocefin hydrolysis, absorbance 480 nm, 0.0001% Triton; Potency, µM (top dose mostly 57.1 µM), inactives show top-dose activity change, negative = inhibition, usual class: inhibitors; actives 0.52% (n = 330,000); AID 485341, 2010;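 further: potency means the concentration at half of the fitted maximal effect; plate controls were no compound for no effect and no enzyme for full effect; nearly all actives have a fitted effect of over 20% in size; some results filed as inactive show a strong effect at the top dose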
Target sequence (P00811 whole entry, looked up): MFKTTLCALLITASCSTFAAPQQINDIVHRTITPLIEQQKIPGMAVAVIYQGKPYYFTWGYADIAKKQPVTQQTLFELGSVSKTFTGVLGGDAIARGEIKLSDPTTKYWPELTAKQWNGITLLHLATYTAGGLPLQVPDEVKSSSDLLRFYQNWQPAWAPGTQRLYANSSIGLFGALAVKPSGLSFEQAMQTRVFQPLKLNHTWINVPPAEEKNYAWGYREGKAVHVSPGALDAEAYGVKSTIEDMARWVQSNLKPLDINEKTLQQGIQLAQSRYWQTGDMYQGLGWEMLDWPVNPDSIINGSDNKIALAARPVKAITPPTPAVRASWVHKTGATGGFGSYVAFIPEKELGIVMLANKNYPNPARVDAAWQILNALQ
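AmpC (5.3 nM in the dispensed reagent) in 20 mM phosphate pH 7.0 with 0.01% (detergent screen) or 0.0001% Triton X-100 was preincubated with compounds for 15 min at room temperature. Nitrocefin was then added from an 800 uM solution, and hydrolysis was followed at 480 nm.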
AmpC detergent: qHTS Inhibitors of AmpC Beta-Lactamase (assay with detergent); AmpC hydrolysis of nitrocefin, absorbance 480 nm, 0.01% Triton; actives 0.041% (n = 370,000); Potency, µM (top dose mostly 114 µM), without a hit: at the highest dose activity change, negative = inhibition, hits mostly inhibitors; P00811;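 further: potency means the concentration at half of the fitted maximal effect; 0% = no-compound wells and -100% = no-enzyme wells; nearly all actives have a fitted effect of over 25% in size; some results filed as inactive show a strong effect at the top dose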
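AmpC (5.3 nM in the dispensed reagent) in 20 mM phosphate pH 7.0 with 0.01% (detergent screen) or 0.0001% Triton X-100 was preincubated with compounds for 15 min at room temperature. Nitrocefin was then added from an 800 uM solution, and hydrolysis was followed at 480 nm.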
AMA1 RON2 block: qHTS for Inhibitors of AMA1-RON; Towards Development of Antimalarial Drug Lead: Primary Screen. AlphaScreen AMA1-biotinylated RON2 peptide binding. actives 0.2% (n = 360,000). Plasmodium falciparum AMA1 (3D7) - RON2 peptide interaction. Potency, µM (series often up to 58.2 µM), without a hit: at the top dose activity change, negative = inhibition, actives largely listed as inhibitors;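 further: potency means the concentration at half of the fitted maximal effect; 0% = vehicle wells and -100% = peptide control; nearly all actives have a fitted effect of over 45% in size; some results filed as inactive show a strong effect at the top dose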
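AMA1 (3D7) with his tag at 25 nM final met compounds first, then biotinylated RON2 peptide at 25 nM; detection used donor plus acceptor beads, 10 µg/mL apiece, read by AlphaScreen after 30 min at room temperature.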
* marks the source's active call; other numbers are inactive results; ? = inconclusive; . = not tested or not shown; & = joins results of further samples; [ ] = another dose, or the depositor's remark. Unless noted, the call rests on the fitted dose curve; in most records, active means well fitted curve in the direction sought with a large enough effect; inconclusive means small, poorly fitted or top-dose-only effect, or another doubt; inactive means no such curve, though single readings can be large; an effect the other way counts as inactive or inconclusive. Unless noted, on the % scale 0 is the no-effect control and ±100 the full control effect.

SMILES	LmPK inh	TbPYK inhibitor	Sm TGR inh	HCMV inh	AmpC no deterg	AmpC detergent	AMA1 RON2 block
O=C(NC1(C(F)(F)F)NC(=O)N(Cc2ccco2)C1=O)c1cccs1 (stereo unspecified)	1%	1%	35µM*	-8	-16%	-7%	-9%
Cc1ccc(NC(=O)c2ccc(NC3=NC4CS(=O)(=O)CC4S3)cc2)cc1 (stereo unspecified)	0%	7%	-4%	21	-17%	-5%	9%
O=C(CCn1ccc2cc(S(=O)(=O)N3CCCC3)ccc21)NCc1ccccc1F	-3%	1%&1%	-1%&2%	-6&-12	-19%	0%&8%	-3%
COc1ccc(NC(=O)c2noc(C(C)C)c2[N+](=O)[O-])cc1	8%	-6%	?	?	-27%	1%	-11%
CCc1nn2c(=O)c(S(=O)(=O)Nc3ccc(C)cc3C)c(C)nc2s1	.	10%	-6%	-12	.	0%	.
CCC(C(=O)NC1CCCC1)N(C(=O)Cn1nnc(-c2ccc(OC)c(OC)c2)n1)C1CCCCC1 (stereo unspecified)	-8%	-3%	0%	-4	98%[activator]	?	-1%
COc1ccc(-c2cc(C(F)(F)F)n3ncc(C(=O)NCc4ccco4)c3n2)cc1	1%	-6%	45µM*	46	-13%	1%	-2%
CCOc1ccc(CCNC(=O)c2cc(=O)[nH]c3ccc(S(=O)(=O)N4CCCCC4)cc23)cc1OCC	.	3%	3%	3	.	1%	.
Cc1cc(NC(=O)Nc2cccc(Cl)c2)n(C(C)(C)C)n1	8%	-4%	-7%	9	-26%	-5%	-1%
Cc1nc(SCC(=O)Nn2c(-c3ccccc3)nc3ccccc3c2=O)n[nH]1	1%	1%	11%	2	-16%	-12%	-1%
COc1ccccc1NC(=O)CSC1=NC(=O)C(NC(C)=O)C(=O)N1 (stereo unspecified)	0%	5%	-8%	50	-18%	11%	0%
CCOc1ccc(CCN2C(=O)C(=O)N([C@@H](Cc3ccccc3)CN3CCC[C@H]3CN3C(=O)C(=O)NC[C@@H]3Cc3ccc(O)cc3)C[C@@H]2Cc2ccc(O)cc2)cc1	.	2%	.	-26	.	.	0%
CCN(CC)c1nn2c(=O)c(C(=O)NCc3ccc(OC)cc3OC)cnc2s1	.	1%	?	-10	.	14%	.
COC(=O)c1ccccc1CCC(C)=O	4%	5%	?	9	-7%	4%	8%
O=C(CCc1ccc(O)c(O)c1)NNC(=S)NCCc1ccccc1	-5%	-11%	-27%	23	-10%	?	19%
COc1ccc(Cl)cc1NC(=O)CSc1nnc(CNC(=O)c2ccco2)o1	2%	1%	4%	2	15%	1%	16%
CC1=CC(=O)N(c2ccc(C)cc2)C1c1ccc(Cl)cc1 (stereo unspecified)	1%	-2%	1%	31	116%[activator]	7%	-3%
Cc1ccc(-n2ncc3c(=O)n(Cc4ccccc4C)cnc32)cc1C	.	4%	-8%	10	.	3%	.
O=C(CSc1nnc(-c2ccc(F)cc2)o1)NC1CCCC1	-1%	1%	5%	?	-4%	-12%	22%
Fc1cccc(CNCC2CCCO2)c1 (stereo unspecified)	-5%	3%	0%	1	5%	-13%	-9%
CC1Cn2c(nnc2C23CC4CC(CC(C4)C2)C3)S1 (stereo unspecified)	2%	0%	0%	-29	0%	-15%	1%
CC1CCC(NC(=O)C2CCN(S(=O)(=O)c3cccc4nonc34)CC2)CC1 (stereo unspecified)	3%	5%	3%	6	-5%	3%	4%
CCn1ccnc1CN(C)C(=O)c1cc(COc2ccc(OC)c3ccccc23)on1	-1%	-3%	-11%	16	2%	0%	-5%
CC(O)Cc1cn(CC(=O)N2CCN(C(=O)OC(C)(C)C)CC2)nn1 (stereo unspecified)	-6%	-5%	-1%	6	-9%	-4%	-5%
COc1ccc(C(CNC(=O)c2ccc(NS(=O)(=O)c3ccc(F)c(C)c3)cc2)N2CCOCC2)cc1 (stereo unspecified)	.	-11%	-1%	-17	30%	-12%	-2%
O=C(CSCc1ccc(Cl)cc1)N/N=C/c1ccc(Cl)cc1Cl	4%	0%	5%	29	-22%	-14%	12%
O=C(O)CP(=O)(O)c1ccc(Cl)cc1	5%	2%	24%	21	-7%	-2%	-10%
COCCCN=C1NN=C(c2cc(C)n(Cc3ccccc3Cl)c2C)CS1	-3%	?	-32%	-65*	-19%[11.4 µM]	?	25%
O=C(Nc1ccc(Cl)cc1)OC(CN1CCCCC1)C(F)(F)F (stereo unspecified)	-6%	-7%	20%	-24	-12%	-7%	4%
CC(=O)N1CCCC1c1nc2ccccc2n1Cc1ccc(F)cc1 (stereo unspecified)	.	-1%	-4%	13	.	22%	.
CCCCNC(=O)C1(C)CCCCN1C(=O)c1cc(OC)ccc1Br (stereo unspecified)	.	-2%	.	6	.	.	0%
O=C(Cc1ccc([N+](=O)[O-])cc1)NCCc1ccc2c(c1)OCO2	.	-9%	.	21	.	.	-19%
COC(=O)C1CC2=C(CCCC2=O)N(c2ccccc2)C1=O (stereo unspecified)	.	4%	.	19	.	.	11%
Cc1c(NC(=O)CSc2nnc(N)s2)c(=O)n(-c2ccccc2)n1C	-4%	2%	-26%	-11	-1%	2%	-15%
Cc1ccc(-c2cc(C(=O)NCCc3ccccn3)c3ccccc3n2)c(C)c1	4%	-11%	0%	?	35%	-4%	19%[2.32 µM]
CCOc1ccc(C(=O)Nc2cccc(C)n2)cc1	16µM*	-14%	26%	-36	-25%	-12%	-5%

Reformatted: entries from further up.
SMILES | LmPK inh | TbPYK inhibitor | Sm TGR inh | HCMV inh | AmpC no deterg | AmpC detergent | AMA1 RON2 block
COc1ccc(C(CNC(=O)c2ccc(NS(=O)(=O)c3ccc(F)c(C)c3)cc2)N2CCOCC2)cc1 (stereo unspecified) | . | -11% | -1% | -17 | 30% | -12% | -2%
O=C(CSCc1ccc(Cl)cc1)N/N=C/c1ccc(Cl)cc1Cl | 4% | 0% | 5% | 29 | -22% | -14% | 12%
O=C(O)CP(=O)(O)c1ccc(Cl)cc1 | 5% | 2% | 24% | 21 | -7% | -2% | -10%

Continued:
SMILES	LmPK inh	TbPYK inhibitor	Sm TGR inh	HCMV inh	AmpC no deterg	AmpC detergent	AMA1 RON2 block
Cc1ccc(S(=O)(=O)NCCCNC(=O)OCc2ccccc2)cc1	.	-7%	.	?	.	.	3%
Cc1ccc(NC(=O)Cc2ccc(F)cc2)cc1	-4%	3%	-3%	-21	-31%	2%	-1%
CCNc1nc(NC(C)C)nc(N(C#N)C(C)C(=O)N(C)C)n1 (stereo unspecified)	-4%	2%	-4%	-17	10%	-12%	0%
O=C(c1ccc(F)cc1)N1CCN(c2ccc([N+](=O)[O-])c(N3CCOCC3)c2)CC1	-1%	-1%	1%	9	85%[activator]	-2%	3%[2.32 µM]
O=C(Cc1cccs1)NCCc1ccc(F)cc1	0%	-14%	3%	5	-30%	?	0%
Cc1ccc(C)c(NC(=O)CSc2ncc(S(=O)(=O)c3ccc(C)c(Cl)c3)c(=O)[nH]2)c1	.	0%	0%	-2	.	-3%	.
C=CCn1c(SCC(=O)N2CCCCC2)nc(O)cc1=O	-2%	-4%	0%	-8	-17%	0%	-3%
COc1ccc(NC(=O)c2ccc(Br)c(S(=O)(=O)N3CCOCC3)c2)cc1	10%	-6%	8%	?	-26%	0%	-3%
COc1ccc(N2C(=O)c3cccc4cc(Br)cc(c34)C2=O)cc1	-1%	-9%	.	-14	0%	-4%	0%
Cc1ccc(C2C(C(=O)c3cc4ccccc4o3)=C(O)C(=O)N2CCN2CCOCC2)o1 (stereo unspecified)	3%	-7%	22µM*	-28	?	2%	-7%
CCCN(CCC)S(=O)(=O)c1ccc(C(=O)N2CCCc3ccccc32)cc1	9%	0%	-2%	-30	22%	0%	2%
Cc1ccc(NC(=O)c2cc(S(=O)(=O)N3CCOCC3)cn2C)cc1F	2%	-1%	2%	23	3%	-11%	6%
CC(=NCC1CCCO1)C1=C(O)CC(C)(C)CC1=O (stereo unspecified)	-10%	-9%	6%	-62*	-16%	?	-10%
COc1ccc(C(CC(=O)N2CCOCC2)C(C)C)cc1 (stereo unspecified)	5%	10%	0%	7	-8%	-11%	0%
Cc1ccc(N=Cc2sc(O)c3ccccc23)c(C)c1	-7%	-10%	-7%	104	-32%	-2%	-6%
CC1CCCCN1C(=O)NC1CC(=O)N(c2ccc3c(c2)OCCO3)C1 (stereo unspecified)	.	-1%	1%	44	-4%	-16%	3%
C[C@H](NS(=O)(=O)c1ccccc1)C(=O)N1CCN(C(c2ccccc2)c2ccccc2)CC1	.	2%	.	12	81%[activator]	.	15%
O=C(NCCCN1CCOCC1)c1coc2ccccc2c1=O	10%	0%	-10%	58	-9%	?	10%
CCCCCc1nnc(NC(=O)Cc2ccc([N+](=O)[O-])cc2)s1	-1%	-6%	-7%	18	-40%	-4%	7%
CS(=O)(=O)N1CCC(C(=O)NCC2CCCO2)CC1 (stereo unspecified)	-3%	-5%	29%	5	-13%	?	-24%
CC1=C(C(=O)OC(C)C)C(/C=C/c2ccccc2)NC(=O)N1 (stereo unspecified)	-1%	-5%	4%	-1	-41%	-9%	10%
CCOC(=O)C1=C(c2ccccc2)c2ccc(OC)cc2N(S(=O)(=O)C(F)(F)F)C1C(=O)OCC (stereo unspecified)	.	-12%	.	-2	93%[activator]	.	-10%
CC(=O)c1cccc(NC(=O)C2CCN(S(=O)(=O)c3c(C)n[nH]c3C)CC2)c1	5%	2%	2%	-2	-8%	-3%	7%
COc1ccccc1S(=O)(=O)Cc1ccc(C(=O)NCc2cccnc2)o1	5%	-6%	?	7	-1%	?	0%
CN(C)c1ccc(/C=C/C(=O)c2ccccc2)cc1[N+](=O)[O-]	-9%	2%	9%	2	-29%	?	?
Cc1cc(NC(=O)CSc2nnc(C3CC3)n2C)no1	-8%	-1%	6%	-2	-15%	2%	32%[activator]

Assay outcomes deposited in PubChem BioAssay by National Center for Advancing Translational Sciences (NCATS).
